FadD28 binding: inhibitors of FadD28 bisubstrate probe binding, primary screen, biochemical, fluorescence polarization, single point; hit rate 0.22% among 360,000; inhibition, % at 12.5 µM; in the data active = inhibition above about 8.5%, passing the limit was not always enough; inconclusive = no clear call, values can overlap the other calls
Anthrax LF prot: Bacillus anthracis LF protease inhibitors, primary screen, biochemical, multiplex microsphere, MLPCN library | multiplex microsphere protease cleavage assay | inhibition, % at 10 µM | hit rate 0.12% among 360,000 | AID 588501, 2011 | Lethal factor (Bacillus anthracis), P15917; note: plate controls were buffer without enzyme for full effect and enzyme alone for no effect
BoNT-F LC inh: BoNT/F light chain protease inhibitors, primary screen, biochemical, flow cytometry, MLPCN library | Botulinum neurotoxin type F light chain protease (Clostridium botulinum) | Multiplex microsphere protease cleavage assay | inhibition, % at 10 µM | hit rate 0.22% among 360,000 | AID 588497, 2011; in the data active = inhibition above about 35%, passing the limit was not always enough; inconclusive = no clear call, values can overlap the other calls; note: plate controls were buffer without enzyme for full effect and enzyme alone for no effect
GDH-TPI counter: GDH-TPI coupling enzyme inhibitors, primary screen, artefact control for M. tuberculosis FBA inhibitor project, biochemical, absorbance, full deck. GDH-TPI coupled enzyme counterscreen, NADH absorbance. inhibition, % at 4.8 µM. hit rate 1.2% among 360,000. AID 588335, 2011; in the data active = inhibition above about 30%;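 note: 0% = DMSO wells and 100% = wells lacking the enzyme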
PfHsp40 yeast: rescue of yeast from PfHsp40 toxicity, primary screen, S. cerevisiae, ATP luminescence. S. cerevisiae expressing PfHsp40, growth rescue. growth rescue, % at 12.5 µM. hit rate 0.68% among 340,000. AID 504582, 2011; in the data active = growth rescue above about 28%, passing the limit was not always enough; inconclusive = no clear call, values can overlap the other calls;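 note: yeast W303a lacking pdr1 and pdr3 grown in galactose medium; growth measured after three days at 30 °C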
FBA Mtb inh: Mtb FBA enzyme inhibitors, primary screen, biochemical, fluorescence, strain H37Rv. Fructose-bisphosphate aldolase (Mycobacterium tuberculosis (strain ATCC 25618 / H37Rv)), …. purified M. tuberculosis FBA, fluorescence read-out. inhibition, % at 1 µM. hit rate 2.3% among 360,000. AID 588726, 2011; in the data active = inhibition above about 27%;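 note: 0% = vehicle and 100% = reference inhibitor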
Target sequence (P9WQA3 whole entry, looked up): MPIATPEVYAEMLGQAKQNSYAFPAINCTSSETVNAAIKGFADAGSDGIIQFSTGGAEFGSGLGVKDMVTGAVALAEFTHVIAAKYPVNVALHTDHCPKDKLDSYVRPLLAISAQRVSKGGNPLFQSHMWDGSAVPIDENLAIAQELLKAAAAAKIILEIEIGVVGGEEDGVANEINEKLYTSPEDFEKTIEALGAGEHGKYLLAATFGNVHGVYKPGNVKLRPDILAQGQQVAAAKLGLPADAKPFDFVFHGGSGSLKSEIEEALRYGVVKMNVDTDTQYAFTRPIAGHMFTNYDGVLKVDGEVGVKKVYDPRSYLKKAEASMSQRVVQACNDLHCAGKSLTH
BoNT A protease: BoNT/A light chain protease inhibitors, primary screen, biochemical, flow cytometry, MLPCN library | multiplex microsphere protease substrate cleavage | inhibition, % at 10 µM | hit rate 0.17% among 360,000 | AID 588499, 2011; note: plate controls were buffer without enzyme for full effect and enzyme alone for no effect
UGM FP inh: M. tuberculosis UGM enzyme inhibitors, primary screen, biochemical, fluorescence polarization, single point; inhibition, % at 10 µM; purified UGM, fluorescence polarization probe displacement; hit rate 0.06% among 320,000; UDP-galactopyranose mutase (Mycobacterium tuberculosis (strain ATCC 25618 / H37Rv)), …; AID 504406, 2011; in the data active = inhibition above about 10%, passing the limit was not always enough; inconclusive = no clear call, values can overlap the other calls
Target sequence (P9WIQ1 whole entry, looked up): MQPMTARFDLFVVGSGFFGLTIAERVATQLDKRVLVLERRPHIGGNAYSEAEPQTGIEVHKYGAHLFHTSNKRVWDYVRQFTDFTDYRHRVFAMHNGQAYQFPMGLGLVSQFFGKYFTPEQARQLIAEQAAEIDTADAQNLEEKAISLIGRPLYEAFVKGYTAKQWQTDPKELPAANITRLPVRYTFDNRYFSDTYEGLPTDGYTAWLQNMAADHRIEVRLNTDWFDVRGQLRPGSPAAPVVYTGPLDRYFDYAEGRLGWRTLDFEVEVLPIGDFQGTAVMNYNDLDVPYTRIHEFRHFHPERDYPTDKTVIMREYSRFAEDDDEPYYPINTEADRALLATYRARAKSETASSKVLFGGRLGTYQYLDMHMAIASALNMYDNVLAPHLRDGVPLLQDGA
Mtb BioA inh: M. tuberculosis BioA enzyme inhibitors, primary screen, biochemical, plate reader, single point, HTS. 7,8-diaminopelargonic acid synthase BioA (Mycobacterium tuberculosis). purified M. tuberculosis BioA enzyme. inhibition, % at 9.99 µM. hit rate 0.096% among 360,000; in the data active = inhibition above about 40%; inconclusive = no clear call, values can overlap the other calls
* marks the source's active call; other numbers are inactive results; ? = inconclusive; · = no result given; & = joins results of further samples. Cut-off read from the data, not from the text of the source, unless noted: active = inhibition above about 30%; inconclusive = no clear call, values can overlap the other calls; inactive = below that.

SMILES	UGM FP inh	BoNT A protease	Mtb BioA inh	PfHsp40 yeast	Anthrax LF prot	FadD28 binding	FBA Mtb inh	BoNT-F LC inh	GDH-TPI counter
N/C(=N\OC(=O)Cc1cccs1)c1ccc(Cl)cc1	-0.3	-2.8	0.3	5.4	6	-1.9	-2	?	6
CCN1CC(CNCc2cn(-c3ccc(OC)cc3)nc2-c2ccccc2Cl)CC1=O (configuration not stated)	-1.4	-0.8	·	0.5	-3	-6.2	-2	-7	-2
CN(C)CCCNC(=O)CC1C[C@H](C(=O)N2CCOCC2)[C@@]2(CCC3CCCC3)c3[nH]c4ccccc4c3CCN2C1=O (some centres not stated)	0.3	-0.1	-1.3	0.9	-4	-1.2	0	4	5
CC1(C)Cc2c(C#N)c(NCCN3CCOCC3)nc(-c3ccccc3)c2CO1	2.5	-0.2	-0.8	1.1	-1	-0.2	-2	-2	20
O=C(NCCc1cccs1)Nc1nnc([C@H]2C[C@H](O)[C@@H](CO)O2)s1	·	0.1	0.7	·	-3	-3.7	-3	-7	-3
Cc1noc(C)c1NC(=O)Nc1cccc2c1O[C@@H](CN(C)C(=O)Nc1ccc3c(c1)OCO3)[C@@H](C)CN([C@H](C)CO)C2=O	1.6	0.0	-0.7	0.9	-3	-2.7	0	3	12
CC(C)Oc1ccc(S(=O)(=O)N2CCOCC2)cc1NC(=O)C1CCCCC1	1.9	0.0	-0.5	0.2	7	-2.0	-2	0	-5
CC(C)CCn1c(O)c(N=NC(=O)c2ccco2)c2ccccc21	0.5	-0.6	·	0.8	0	0.0	0	-4	5
Cc1ccc(NC(=O)CN(C)Cc2cc(=O)n3ccsc3n2)cc1	-1.8	-0.9	·	-0.2	-3	-2.8	3	-1	9
COc1ccc(NC(=O)/C=C/c2ccccc2)c([N+](=O)[O-])c1	2.8	-0.1	·	-0.6	0	-0.4	0	3	9
COc1cccc2cc(-c3csc(CCn4nc(C)cc4C)n3)c(=O)oc12	-1.5	2.2	-0.3	0.2	8	-0.9	3	-1	18
COc1ccc(-n2c(CCC(=O)O)ccc2-c2ccc(F)cc2)c(OC)c1	1.7	2.5	0.6	-0.4	13	1.0	3	-11	6
NS(=O)(=O)c1ccc(NC(=O)CSc2nnc(Cc3cccs3)n2-c2ccccc2)cc1	0.2	0.9	2.6	0.2	-5	-1.9	-2	9	-3
CCCN(CC1CC1)c1cc2c(c3c1ccn3C)C1CCC2O1 (configuration not stated)	·	-0.3	0.4	·	0	-3.7	1	0	·
COCCN(Cc1cc2cc(C)ccc2nc1Cl)C(=O)Nc1ccccc1OC	3.0	0.1	·	-0.1	-7	-4.6	-1	-5	-7
Cc1nn(-c2ccccc2)c(C)c1/C=C1\C(=O)N(C)C(=S)N1C	0.6	1.3	·	0.1	1	0.3	6	-5	15
Cc1ccc(S(=O)(=O)N2CCC(C(=O)NCCCN3CCCC3=O)CC2)cc1	3.4	0.4	0.1	-0.8	1	-2.8	0	-5	1
CCN(CC)N=Nc1ccc(S(=O)(=O)Nc2c(C)n(C)n(-c3ccccc3)c2=O)cc1	-2.8	-2.7	-0.2	0.6	5	-1.7	-1	-12	17
COc1ccc(OCc2cn3c(C)cc(C)nc3n2)cc1	-1.1	0.0	-0.2	-0.8	-1	-5.2	-4	5	-2
COc1cc(SC)ccc1C(=O)N1CC(C)OC(C)C1 (configuration not stated)	-0.3	-2.0	·	-0.8	-1	-2.6	-2	-3	-3

2 records drawn at random from the list so far, as already listed:
SMILES	UGM FP inh	BoNT A protease	Mtb BioA inh	PfHsp40 yeast	Anthrax LF prot	FadD28 binding	FBA Mtb inh	BoNT-F LC inh	GDH-TPI counter
CC1(C)Cc2c(C#N)c(NCCN3CCOCC3)nc(-c3ccccc3)c2CO1	2.5	-0.2	-0.8	1.1	-1	-0.2	-2	-2	20
CC(C)CCn1c(O)c(N=NC(=O)c2ccco2)c2ccccc21	0.5	-0.6	·	0.8	0	0.0	0	-4	5

(further entries)
SMILES	UGM FP inh	BoNT A protease	Mtb BioA inh	PfHsp40 yeast	Anthrax LF prot	FadD28 binding	FBA Mtb inh	BoNT-F LC inh	GDH-TPI counter
COc1ccc2c(CC(=O)N3CCN(S(=O)(=O)c4cccs4)CC3)coc2c1	-0.3	0.7	0.1	0.1	-5	-0.6	1	-5	6
Cc1n[nH]c(C)c1CCN(C)Cc1cn(C)nc1-c1ccccc1F	-1.5	0.4	·	3.7	-3	-0.7	-1	1	3
Cc1ccc(Cl)cc1N1CCN(C(=O)CN(c2ccccc2)S(=O)(=O)N(C)C)CC1	1.6	1.7	·	-0.3	-8	-3.8	-1	-6	-1
CC1(C)Oc2ccc(NC(=O)c3ccco3)cc2O1	-0.6	1.0	-0.3	-0.3	-5	-0.9	-3	6	1
CCOc1ccc(Oc2ccc(S(=O)(=O)N3CCOCC3)cc2N)cc1	-2.1	-1.1	·	-0.4	-2	-3.0	2	-7	-1
COc1ccccc1C1CCN(C(=O)c2ccco2)CC1	0.0	0.4	1.9	2.0	8	0.8	4	4	-3
C[C@H](CO)N1C[C@H](C)[C@@H](CN(C)S(=O)(=O)c2cn(C)cn2)Oc2ccc(NC(=O)C3CCCCC3)cc2C1=O	·	0.1	5.7&1.4	0.1	-1	1.8	-2	3	2
O=C(NNc1nc(-c2ccccc2)cs1)c1ccccc1	0.9	0.5	-2.0	0.7	-11	-0.3	2	-3	4
COc1cccc(/C=C2/SC(=O)N(CC(=O)N3CCc4ccccc4C3)C2=O)c1OCC(=O)O	4.8	0.4	1.3	-0.2	0	-3.0	-2	2	32*
COc1cccc(S(=O)(=O)NCc2ccc(C(=O)Nc3ccc(C)cc3)cc2)c1	3.4	-0.4	-2.0	0.1	-1	-1.3	-1	-3	5
Cc1nc2ccccc2n1CCC(=O)Nc1cccc(F)c1	-1.6	-0.1	1.2	-0.3	-1	-3.8	3	-4	-1
c1ccc(Nc2nc(-c3ccncc3)cs2)cc1	1.4	-0.5	-1.8	-0.4	-2	-0.6	-1	-7	13
Nc1ccc(-c2nc3cc(N)ccc3s2)cc1	0.6	1.5	-4.4	2.9	-9	-0.3	18	-6	15
O=C(Nc1ccc2c(c1)OCO2)C(c1ccccc1)N1CCN(C(=O)c2ccco2)CC1 (configuration not stated)	0.7	0.0	3.3	2.0	-3	0.0	-4	-8	-2
COc1ccc(/C=N/Nc2nc(=O)[nH]nc2C)cc1OC	-0.1	·	·	-0.3	·	-0.2	3	·	48*
CCOC(=O)N1CCN(CC(=O)Nc2c(C(=O)OC)[nH]c3ccc(Cl)cc23)CC1	-1.1	-0.1	3.7	0.3	0	-0.4	17	0	5
CCOc1ccc(CN2CCN(S(=O)(=O)c3ccc(NC(C)=O)cc3)CC2)cc1	-1.9	-0.1	·	1.8	0	-6.1	-8	5	-11
COc1cc(-c2n[nH]c(=S)n2-c2ccc(Br)cc2)cc(OC)c1OC	-1.6	5.8	-0.3	0.5	5	-3.9	1	?	1
COc1ccc(-c2cc(-c3ccc(Cl)cc3)n[nH]2)c(O)c1	-1.4	-7.0	·	-0.5	-20	-3.5	-3	?	7
O=C(CCN1C(=O)C2CCCCC2C1=O)Nc1ccc(F)c(F)c1F (configuration not stated)	0.4	1.3	-3.8	-0.1	2	-0.5	6	4	3
COC1C(O)C(O)C(O)C(O)C1O (configuration not stated)	·	0.3	-0.7	0.0	-2	-1.0	5	2	3
COC(=O)C(CCSC)NC(=O)C12CC3CC(CC(C3)C1)C2 (configuration not stated)	1.4	-1.9	-0.3	0.8	-3	-0.2	1	-15	8
CCC(C)NC(=O)CNC(=S)N(Cc1ccc(F)cc1)C1CCCCC1 (configuration not stated)	0.7	-0.7	·	0.0	-2	-2.6	-4	-4	8
O=C(/C=C/c1cccc(Cl)c1)OCC(=O)c1ccc[nH]1	·	-0.4	-0.1	·	-4	-3.2	2	-5	-6
C/C(=N\NC(=O)c1cccc(S(=O)(=O)N2CCOCC2)c1)c1cc2ccccc2o1	-1.6	-0.4	-0.6	-2.3	4	-5.3	-1	-1	52*
O=C1C2ON(c3ccc(Cl)cc3)C(c3ccco3)C2C(=O)N1c1ccccc1 (configuration not stated)	-0.9	0.0	-1.7	2.9	0	-3.7	-1	-1	-6
COc1cc(C2CC(=O)c3cnc(N)nc3C2)cc(OC)c1OC (configuration not stated)	1.3	0.1	6.0	0.3	-7	-4.0	5	-2	-1
COc1cccc(-c2ncc3ccccc3c2COC(=O)c2ccco2)c1	-1.2	0.0	-223	0.3	1	-2.4	2	5	6
O=C(CN1C(=O)C2(OCCO2)c2ccccc21)c1ccc(Cl)cc1	-4.5	?	·	?	-3	-3.0	-1	0	17
NC(=O)CC12CC3CC(C1)CC(CC(N)=O)(C3)C2	-4.5	-0.5	-1.8	-1.2	3	-2.2	-1	-5	0
CCOc1ncccc1C(=O)OCc1ccc(C#N)cc1	-1.2	-0.2	·	-1.4	-1	0.5	2	1	0
CCCN1C2CCCC1CC(NC(=S)NCCCOCC)C2 (configuration not stated)	1.3	-0.3	·	-0.4	-5	-0.8	3	1	-3
CC(=O)N1c2ccc(S(=O)(=O)N(C)CC(=O)N(C)Cc3ccccc3)cc2CC1C (configuration not stated)	-2.7	-1.5	3.6	-0.5	1	0.3	2	-2	-5
C[C@H](CO)N1C[C@H](C)[C@@H](CN(C)C(=O)Nc2ccc3c(c2)OCO3)Oc2c(cccc2N(C)C)C1=O	0.0	-0.6	-0.1&0.6	0.7	-6	-1.8	0	0	4
CC(C)(C)c1ccc(OCC(O)CN2CCN(c3ccccn3)CC2)cc1 (configuration not stated)	-2.5	-0.1	0.6	2.3	-3	0.2	-1	-5	1
O=C(CCN1CCOCC1)Nc1ccc(Cl)cc1	1.3	-1.5	-0.5	-1.3	-12	-0.6	0	4	3
Cc1ccc(S(=O)(=O)N2CCOC2CNC(=O)C(=O)NCc2ccc(Cl)cc2)cc1 (configuration not stated)	-1.8	1.4	-0.7	0.8	-4	-0.8	3	-15	7
O=C(Nc1cc(Br)ccc1F)c1nc[nH]c1C(=O)NCc1ccccc1	·	-0.7	-3.7	·	-4	-0.2	-1	-7	·
Cc1c(C(=O)N2CCCC2)sc(NC(=O)c2ccco2)c1C#N	-3.3	0.8	-1.2	-1.5	-5	-0.4	-3	-7	31*
CCOC(=O)N1CCN(c2cc3nccnc3cc2F)CC1	1.2	?	·	0.5	0	-2.5	-5	-6	0
O=C(Cn1cc(C(F)(F)F)cc(Cl)c1=O)NCc1ccc(F)cc1	-3.0	1.7	-0.8	1.0	-10	-3.3	-1	-8	5
O=C(CN1C(=O)c2ccccc2C1=O)Nc1ccccc1	-2.7	-3.0	-3.8	0.2	0	-1.4	5	?	10
C/C(=N\NC(=O)c1ccc(CSc2nncn2C)cc1)c1ccc(C#N)cc1	-1.7	-0.7	·	-0.3	-1	0.9	2	1	5
CC(Sc1ccc(S(=O)(=O)N2CCCCCC2)cn1)C(N)=O (configuration not stated)	·	1.1	0.6	-1.3	-1	-1.7	-1	-1	4
CC(C)n1cc(C(=O)N2CCCC(N3CCN(c4cccc(Cl)c4)CC3)C2)cn1 (configuration not stated)	-0.2	-0.1	0.7	-0.3	2	-5.0	-1	-2	3
